Screening results as filed in PubChem BioAssay.
Rab9 prom act – qHTS Assay for Rab9 Promoter Activators. 320,000 compounds, 2.8% hits. Potency, µM (doses to about 9.22 µM), for inactives: top-dose activation, negative = inhibition, hits mostly activators. Huh7 Rab9 promoter-luciferase reporter, luminescence, 24 h. AID 485297, 2010; also: potency is read from the fitted curve at half-maximal effect; % of control where 0% means no effect; nearly all actives have a fitted effect of over 60% in size
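Promoter activation is measured as luciferase luminescence in Huh7 cells stably transfected with a Rab9 promoter–luciferase construct, following 24 h compound exposure at 37 °C and 10 min reagent incubation at ambient temperature.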
FLuc counter – qHTS profiling assay for firefly luciferase inhibitor/activator using purifed enzyme and Km concentrations of substrates (counterscreen for miR-21 project) | Luciferin 4-monooxygenase (Photinus pyralis), P08659 | purified FLuc, Km substrates, luminescence inhibition | Potency, µM (series often up to 57.5 µM), without a hit: at the highest dose activity change, negative = inhibition, actives largely listed as inhibitors | 360,000 compounds, 6.9% hits | AID 588342, 2011;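 also: potency is read from the fitted curve at half-maximal effect; plate controls were vehicle for no effect and reference inhibitor for full effect; nearly all actives have a fitted effect of over 55% in size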
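Biochemical qHTS of compounds, final roughly 60 µM downward over six points, against 10 nM purified firefly luciferase using Km concentrations of substrates (10 uM D-luciferin, 10 uM ATP) in Tris acetate pH 7.5 buffer; luminescence output.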
ELG1 genotoxic – qHTS screen for small molecules that induce genotoxicity in human embryonic kidney (HEK293T) cells expressing luciferase-tagged ELG1 | HEK293T ELG1-luciferase reporter, luminescence, 16 h | Potency, µM (doses to about 46 µM), without a hit: at the top dose activity change, positive = activation, most hits filed as activators | 330,000 compounds, 1.3% hits; also: potency is read from the fitted curve at half-maximal effect; % of control where 0% means no effect; nearly all actives have a fitted effect of over 60% in size
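Quantitative HTS format in 1536-well plates. HEK293T ELG1-luciferase reporter cells receive test compound and are incubated 16 hr at 37 °C, 5% CO2; ONE-Glo added, 30 min room temperature, then luminescence read.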
p53 reactivator – qHTS assay for re-activators of p53 using a Luc reporter; 320,000 compounds, 0.063% hits; Potency, µM (series often up to 92.2 µM), without a hit: at the top dose activity change, positive = activation, most hits filed as activators; H1299 p53-A138V BP100-luciferase reporter, luminescence, 24 h; also: potency is read from the fitted curve at half-maximal effect; % of control where 0% means no effect; nearly all actives have a fitted effect of over 45% in size
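H1299 (p53-null), stable ts p53-A138V + BP100-Luc; 1000 cells/well, Opti-MEM/10% FBS; cpd 4 pt, 1:5; 24 h, 37 deg C, 5% CO2; detection reagent 10 min RT; luminescence.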
BRCA1 expr act – qHTS Assay to Identify Small Molecule Activators of BRCA1 Expression; 380,000 compounds, 1.1% hits; AID 624202, 2012; MCF7-BRCA1-FFLuc reporter, luminescence, 48 h; response scale: scaled: vehicle 0%, 10 µM genistein 100%; Potency, µM (doses to about 46.1 µM), for inactives: at the highest dose activation, actives largely listed as activators; also: potency is read from the fitted curve at half-maximal effect; nearly all actives have a fitted effect of over 80% in size; some results filed as inactive show a strong effect at the top dose
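Quantitative HTS in MCF7 cells stably reporting BRCA1 expression via firefly luciferase. Compound treatment lasts 48 h at 37 °C in phenol-red free MEM. Activation is expressed relative to genistein at 10 microM and DMSO.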
RORg inh – qHTS for inhibitors of ROR gamma transcriptional activity. Drosophila S2 Gal4-RORgamma UAS-luciferase reporter, 20 h. AID 2551, 2010. 310,000 compounds, 5.4% hits. Nuclear receptor ROR-gamma (Mus musculus), P51450. Potency, µM (highest dose often 53.6 µM), for the others: at the highest dose activity change, negative = inhibition, most hits filed as inhibitors; also: potency is read from the fitted curve at half-maximal effect; % is scaled to controls: 0 for no effect and ±100 for the full control effect; nearly all actives have a fitted effect of over 60% in size
Target sequence (P51450 whole entry, looked up, the tested form may be a part): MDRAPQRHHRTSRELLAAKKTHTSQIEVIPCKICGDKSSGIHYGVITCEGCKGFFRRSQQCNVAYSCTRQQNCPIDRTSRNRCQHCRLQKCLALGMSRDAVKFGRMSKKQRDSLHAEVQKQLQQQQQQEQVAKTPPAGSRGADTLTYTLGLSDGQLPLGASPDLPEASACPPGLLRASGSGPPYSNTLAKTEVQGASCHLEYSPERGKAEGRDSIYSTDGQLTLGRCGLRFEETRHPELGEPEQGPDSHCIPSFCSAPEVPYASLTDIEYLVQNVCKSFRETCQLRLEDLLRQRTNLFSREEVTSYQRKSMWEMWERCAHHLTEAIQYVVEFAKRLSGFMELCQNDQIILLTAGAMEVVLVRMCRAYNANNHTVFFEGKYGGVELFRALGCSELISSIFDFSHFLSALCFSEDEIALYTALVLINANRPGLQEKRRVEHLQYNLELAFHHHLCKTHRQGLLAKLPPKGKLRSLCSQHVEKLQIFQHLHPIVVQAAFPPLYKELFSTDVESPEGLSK
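Using a luciferase readout, inhibitors were identified by reduced reporter activity in Drosophila cells coexpressing a copper-inducible Gal4–ROR gamma fusion and UAS-driven Photinus luciferase, incubated 20 hr after 700 uM copper sulfate.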
Gal4-VP16 FLuc – VP16 counterscreen qHTS for inhibitors of ROR gamma transcriptional activity; Potency, µM (highest dose often 53.6 µM), inactives show top-dose activity, negative = inhibition, usual class: inhibitors; Drosophila S2 Gal4-VP16 UAS-luciferase, luminescence, 20 h; 310,000 compounds, 3.5% hits;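 also: Gal4-VP16 expression switched on by copper sulfate through the metallothionein promoter; potency is read from the fitted curve at half-maximal effect; % is scaled to controls: 0 for no effect and ±100 for the full control effect; nearly all actives have a fitted effect of over 50% in size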
Giardia killer – Small Molecules that selectively kill Giardia lamblia: qHTS; Giardia lamblia trophozoite viability; activity change, % at 7.66 µM, hits read low; 340,000 compounds, 0.15% hits; AID 540267, 2011; in the data active = activity change below about -80%; inconclusive = between about -30% and that limit;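 also: parasites exposed to compound for two days anaerobically before the ATP read; % is scaled to controls: 0 for no effect and ±100 for the full control effect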
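Each well holds 100 Giardia trophozoites and compound. After two days (48 hrs) at 37 deg C in anaerobic conditions, ATP is quantified by luminescence.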
Menin MLL FP TR – qHTS Assay for Inhibitors Targeting the Menin-MLL Interaction in MLL Related Leukemias: Competition With Texas Red Labeled MLL-derived Mutant Peptide | AID 1768, 2009 | Potency, µM (series often up to 61.6 µM), for inactives: top-dose FP activity change, negative = inhibition, usual class: inhibitors | O00255 | 270,000 compounds, 0.23% hits | Menin + Texas Red MLL mutant peptide, fluorescence polarization; active = well fitted inhibition curve with a large enough effect in the polarisation, with a control signal flat, not every such curve was filed as active; inconclusive = small, poorly fitted or top-dose-only effect, or effect the other way, or a change in a side signal; inactive = no such curve, though single readings can be large or run the other way; the % refers to the polarisation; also: potency is read from the fitted curve at half-maximal effect; % of control where 0% means no effect; many of its hits are not listed in these tables
NPC1 prom act – qHTS Assay for NPC1 Promoter Activators | Huh7 NPC1 promoter luciferase reporter, 24 h | Potency, µM (top dose mostly 9.22 µM), without a hit: at the highest dose activation, actives largely listed as activators | 320,000 compounds, 2.4% hits;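 also: potency is read from the fitted curve at half-maximal effect; % of control where 0% means no effect; nearly all actives have a fitted effect of over 60% in size; reporter is driven by a mutant NPC1 promoter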
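Huh7 cells stably carrying NPC1 promoter–luciferase, plated in Opti-MEM with 10% FBS for 2 h, were exposed to compound in DMSO for 24 h at 37 °C; luciferase reagent was added for 10 min and luminescence read.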
PKM2 activator – qHTS Assay for Activators of Human Muscle isoform 2 Pyruvate Kinase. purified PKM2, Kinase-Glo ATP luminescence, activation; response scale: 0% is enzyme alone, no compound. Potency, µM (titrated, usually from 57.5 µM), for the others: at the top dose activation, hits mostly activators. 260,000 compounds, 0.34% hits; also: potency is read from the fitted curve at half-maximal effect; % is scaled to controls: 0 for no effect and ±100 for the full control effect; nearly all actives have a fitted effect of over 55% in size
Target sequence (P14618 whole entry, looked up, canonical isoform): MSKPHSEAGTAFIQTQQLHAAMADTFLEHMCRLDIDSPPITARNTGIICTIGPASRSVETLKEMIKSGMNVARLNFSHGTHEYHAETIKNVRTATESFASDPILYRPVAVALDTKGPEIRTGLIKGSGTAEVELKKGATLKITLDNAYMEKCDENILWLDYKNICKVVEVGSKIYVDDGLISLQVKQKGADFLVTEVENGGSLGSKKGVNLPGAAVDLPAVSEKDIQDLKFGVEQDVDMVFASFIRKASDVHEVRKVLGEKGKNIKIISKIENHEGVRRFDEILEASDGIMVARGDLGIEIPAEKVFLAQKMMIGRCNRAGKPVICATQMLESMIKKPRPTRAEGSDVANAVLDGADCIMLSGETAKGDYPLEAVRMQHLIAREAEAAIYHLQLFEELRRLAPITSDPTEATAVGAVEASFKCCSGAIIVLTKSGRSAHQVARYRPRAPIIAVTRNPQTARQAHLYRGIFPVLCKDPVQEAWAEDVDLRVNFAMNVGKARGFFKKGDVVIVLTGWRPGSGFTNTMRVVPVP
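Kinase-Glo luminescence reports ATP generated from ADP (0.1 mM) and PEP (0.5 mM) by purified hPK-M2 after 1 h at room temperature, pH 7.2 imidazole buffer; intermediate enzyme activity allows detecting inhibitors and activators.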
* hit, by the source's call; ? = inconclusive; . = no result given; & = joins results of further samples; [ ] = remark or other dose. Unless noted, calls follow the shape of the dose curve; as a rule, active = well fitted curve in the direction sought with a large enough effect; inconclusive = small, poorly fitted or top-dose-only effect, or another doubt; inactive = no such curve, though single readings can be large; an effect the other way counts as inactive or inconclusive. Only part of the results is shown; count on the stated rates, not on these rows.

structure | Rab9 prom act | FLuc counter | ELG1 genotoxic | p53 reactivator | BRCA1 expr act | RORg inh | Gal4-VP16 FLuc | Giardia killer | Menin MLL FP TR | NPC1 prom act | PKM2 activator
CCOC(=O)[C@H]1[C@H]2COc3ccc(Cl)cc3[C@@H]2N2C(=O)c3ccc(C)cc3NC(=O)[C@@]12C | -1% | -3% | -1% | -5% | -53% | . | . | ? | . | -4% | .
CCCCN(CCCNC(=O)c1c(C)cc(=O)oc1C)c1ccccc1 | -3% | 2% | ? | -7% | 1% | 29% | 5% | -3 | ? | -3% | -2%
Cc1cccc(OCC(=O)NNC(=O)c2cc3ccccc3oc2=O)c1 | -11% | -3% | 3% | 4% | -1% | 3% | -6% | -20 | . | 0% | 8%
CCOc1ccccc1C(=O)Nc1cc2c(cc1N1CCCC1)n(CC)c(=O)n2CC | -12% | -2% | -20% | -14% | -49% | ? | -7% | 7 | . | -6% | .
Cc1cc2nccc(-c3ccc(OCCCF)cc3)n2n1 | 0% | 0% | 1% | -4% | 2% | 9% | 1% | -8 | 15% | 0% | .
CC(C)C(=O)Nc1c2c(nn1-c1ccc(F)cc1)CSC2 | 2% | 1% | 0%[9.26 µM] | -9% | 5% | -15% | -2% | 7 | ? | -3% | .
O=C(CNc1ccccc1)N/N=C/c1c(O)ccc2ccccc12 | -25% | -16% | 8% | 29% | -79% | 1.6µM* | 2.8µM* | 2 | ? | -25% | .
O=C(COc1ccccc1F)N1CCc2ccccc2C1 | -8% | -1% | 4% | -3% | ? | 36% | 1% | 11 | -4% | 1% | 9%
CCN(C(=O)CSc1ncccn1)c1c(N)n(Cc2ccccc2)c(=O)[nH]c1=O | 4% | 1% | -1% | -3% | -23% | . | . | -23 | . | 0% | .
COc1cc(Br)c(-c2sc(Nc3ccccc3)n[n+]2-c2ccccc2)cc1OC | -2% | 0% | 0% | 9% | -46% | 11µM* | 1% | 9 | ? | -6% | -1%
CCN(CC)C(=O)c1ccc2c(c1)nnn2C | -1% | 2% | 2% | 1% | -3% | -18% | -8% | 16 | 1% | 2% | 3%
Cc1c(CN2CCN(c3cccc(C(F)(F)F)c3)CC2)c(=O)n(-c2ccccc2)n1C | 8% | 1% | -8% | -2% | 9% | -16% | 0% | 23 | -10% | -4% | -3%
CN(C)/C=C1/OC(=O)C(C#N)=C1c1ccc(Cl)cc1 | 0%[1.84 µM] | 6% | 2% | -1% | -8% | 22% | -16% | -16 | ? | -11% | .
N#C/C(=C\c1c(N2CCCCC2)nc2ccccn2c1=O)C(=O)NC1CCS(=O)(=O)C1 (stereo not drawn) | -6% | 0% | -3% | -2% | -5% | 8% | -19% | 5 | 0% | -2% | -4%
O=C(NCCNCc1cccs1)c1ccccc1F | 1% | -1% | 5% | 1% | -15% | -7% | -1% | 10 | -9% | 3% | -1%
Cc1ccc(C)n1-c1ccc(-c2nnc3n2CCCCC3)s1 | -1% | 4% | 16% | 23% | -34% | -9%[10 µM] | 6% | 0 | -11% | -2% | 0%
COC(=O)c1cc(C(=O)CSc2nc(C)cc(C)n2)ccc1O | 2% | 1% | -7% | -4% | 4% | -19% | 4% | -17 | -16% | -2% | -8%
COc1ccc(N2CCN(C(=O)Cc3ccc(C)cc3)CC2)cc1 | 4% | -1% | -4% | -12% | 10% | 15% | -1% | 9 | -16% | -2% | 1%[11.5 µM]
Cc1ccc(-n2ncc3c(N4CCC(C(N)=O)CC4)ncnc32)c(C)c1 | 16% | -12% | -2% | 18% | -3%[1.84 µM] | 31% | 27% | 17 | 6% | -2% | -1%
CCCCCCCCCCCCCCCC[n+]1cccc(C(=O)N(CC)CC)c1 | -4% | 2% | -3% | 3% | -25%&-63% | -19% | -18% | -6&12 | 3% | 1% | 10%
Cn1c(=O)c(=O)n(C)c2cc(N3CCCC3)c(NS(=O)(=O)c3ccc(F)cc3)cc21 | -7% | 0% | 2% | -5% | 0% | 6% | -13% | -3 | -19% | 2% | -3%
CNc1nc(NC#N)nc(SC)n1 | -3% | -3% | -2% | -1% | 1% | 10% | -9% | -8 | . | -6% | -1%
COC(=O)CNC(=O)C1CCCN1C(=O)OC(C)(C)C (stereo not drawn) | 0% | 0% | -8% | -2% | 4% | 21% | 2% | -5 | -2% | 5% | -17%
COc1ccc(C(C)NC(=O)CCc2ccccc2)cc1 (stereo not drawn) | 1% | 0% | 0% | . | -3% | 6% | 0% | 2 | -1% | -6% | -2%
Cc1ccc(N2C(=O)C3C4CC(=O)C(c5ccccc54)C3C2=O)cc1C (stereo not drawn) | -11% | 9% | 1% | -6% | 0% | -5% | -13% | -12 | -14% | 1% | -4%
Cc1cccn2cc(-c3ccccc3)nc12 | 1.8µM* | 3µM* | ? | ? | 2µM* | 11µM* | -26% | -4 | -17% | 1.6µM* | -20%
Cc1cc2c(c(=O)o1)C(C1C=CCCC1)C(C#N)=C(N)O2 (stereo not drawn) | -8% | 9% | -6% | 6% | 6% | -13% | 3% | 1 | -3% | -2% | -2%
OC(Cn1cccn1)c1ccccc1 (stereo not drawn) | 1% | -3% | -3% | 12% | -24% | 4% | -7% | 9 | -3% | 0% | 0%
Cc1ccc(N2CC(C(=O)N3CCCCCC3)CC2=O)cc1 (stereo not drawn) | -3% | 2% | 4% | -16% | 5% | 32% | 5% | 5 | . | 0% | -4%
C=CCOc1ccc(C(=O)Nc2ncn[nH]2)cc1 | 23% | ? | ? | ? | 4% | 11µM* | -11% | -8 | 8% | ? | 1%[11.5 µM]
COC(=O)CNS(=O)(=O)c1ccc(C)cc1 | -1% | 1% | 0% | 0% | 0% | 2% | 0% | 6 | -10% | -1% | 4%
O=C(Nc1ccc(Cl)cc1)c1ccncc1 | . | -17% | . | . | 53% | 26% | 28% | -11 | 17% | . | -2%
CSCC[C@H](NC(=O)C(C)(C)Oc1ccc(Cl)cc1)c1nc2ccccc2[nH]1 | -3% | 0% | 1% | -2% | -17% | -9% | ? | 2 | 7% | 0% | -3%
CC(=O)c1ccc(OCCn2c(SCC(=O)O)nc3ccccc32)cc1 | 3% | -2% | -7% | 18% | 1% | -16% | -8% | -2 | 12% | 0% | 0%
CN1CCN(c2nc3c(c(=O)n(C)c(=O)n3C)n2Cc2ccccc2F)CC1 | -1% | 0% | 1% | 28% | -5% | 1% | 0% | 15 | 1% | 1% | -9%
Cc1ccc2sc(N(CCCN(C)C)C(=O)c3ccc(S(=O)(=O)N(C)C)cc3)nc2c1C | 5% | 0% | -3% | 3% | 0% | -27% | -17% | 4 | -23% | -2% | 4%
CCOC(=O)Cn1c(S(=O)(=O)Cc2ccc(F)cc2)nc(-c2ccccc2)c1-c1ccccc1 | 2% | -1% | -8% | -5% | -41% | 4% | -2% | ? | -1% | 1% | -7%
O=C(NC(=S)N1CCN(c2ccc([N+](=O)[O-])cc2)CC1)c1ccccc1Cl | -10% | 4% | -9% | 4% | -7% | 0.45µM* | 1.4µM* | -22 | ? | 0% | -4%
COCC(C)n1c(=O)sc2ccccc2c1=O (stereo not drawn) | 0% | 4% | 6% | 6% | -17% | 10% | 5% | 0 | 4% | -7% | 12%
COC(=O)c1ccc(CN2CCC(n3nccc3NC(=O)C3CCCC3)CC2)cc1 | 5% | 2% | -1% | 13% | -26% | -9% | 0% | 4 | . | 0% | -4%
COC(=O)c1cccc(NC(=O)COC(=O)CSc2nc(C)cc(C)n2)c1 | 0% | 0% | 1% | -5% | 4% | -6% | -3% | 13 | 3% | 0% | 1%
Cc1ccc(S(=O)(=O)N2CCN(CC(=O)N/N=C\C(Cl)=C\c3ccccc3)CC2)cc1 | -1% | 1% | -2% | -6% | -28% | 4% | ? | 2 | 13% | -1% | -5%
